# High-throughput results deposited in PubChem by NMMLSC.
# Prostate diff: promotes differentiation of LNCaP prostate cells | flow cytometry side scatter, 4 d | AID 795 | side scatter shift, % at 10 µM | actives 0.56% (n = 24,000);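 active = side scatter shift above 30%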;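 also: androgen-responsive LNCaP prostate cancer cells in charcoal-stripped serum medium; percent of cells past a gate set so DMSO wells show 10% shift; higher shift means more granular cells and more differentiation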
# VLA-4 allo ag: allosterically activates the human VLA-4 integrin. P13612. Jurkat cells, LDV-FITC binding, flow cytometry. activation, % at 10 µM (by protocol). 24,000 tested, under 10 active;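 active = fluorescent ligand binding to cells raised by more than 40% of the manganese-induced maximum; inconclusive = compound's own fluorescence above 85% of the ligand control signal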;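 also: 0% = ligand binding without compound and 100% = manganese-stimulated maximal binding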
# Target sequence (P13612 whole entry, looked up): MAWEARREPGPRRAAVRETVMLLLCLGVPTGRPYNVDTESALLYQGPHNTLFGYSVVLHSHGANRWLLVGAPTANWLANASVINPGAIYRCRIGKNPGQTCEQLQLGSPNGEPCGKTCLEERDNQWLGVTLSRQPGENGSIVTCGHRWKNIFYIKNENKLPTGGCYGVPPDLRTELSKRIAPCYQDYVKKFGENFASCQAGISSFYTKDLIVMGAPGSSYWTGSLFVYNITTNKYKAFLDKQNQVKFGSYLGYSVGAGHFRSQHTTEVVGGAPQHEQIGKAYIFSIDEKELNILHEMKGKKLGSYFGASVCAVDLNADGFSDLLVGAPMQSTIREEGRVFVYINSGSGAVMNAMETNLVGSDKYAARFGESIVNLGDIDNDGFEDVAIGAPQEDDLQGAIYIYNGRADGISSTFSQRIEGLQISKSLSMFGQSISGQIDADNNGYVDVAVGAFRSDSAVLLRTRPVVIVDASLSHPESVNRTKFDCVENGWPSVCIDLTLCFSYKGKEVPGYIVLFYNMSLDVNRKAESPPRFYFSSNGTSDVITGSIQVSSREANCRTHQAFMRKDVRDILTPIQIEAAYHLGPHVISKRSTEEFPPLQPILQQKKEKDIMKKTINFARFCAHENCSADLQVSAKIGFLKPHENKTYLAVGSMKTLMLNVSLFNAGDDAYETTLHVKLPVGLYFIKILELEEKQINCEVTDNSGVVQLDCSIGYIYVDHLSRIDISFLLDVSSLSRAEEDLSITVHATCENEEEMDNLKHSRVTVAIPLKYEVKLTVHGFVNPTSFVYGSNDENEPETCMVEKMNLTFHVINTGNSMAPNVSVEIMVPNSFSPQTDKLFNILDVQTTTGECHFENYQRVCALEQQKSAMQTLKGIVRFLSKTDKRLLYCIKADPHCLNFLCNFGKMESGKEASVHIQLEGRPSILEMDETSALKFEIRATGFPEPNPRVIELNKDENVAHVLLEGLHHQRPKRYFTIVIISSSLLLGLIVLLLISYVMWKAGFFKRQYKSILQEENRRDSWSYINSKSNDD
# Autofluor Jurkat: counter-screen for VLA-4 integrin: compound autofluorescence in Jurkat cells; flow cytometry; stronger effect = higher value; 1 = vehicle-only cell background; fluorescence ratio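 (tested at 10 µM compound in the well)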; actives 0.61% (n = 24,000); AID 576;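 active = fluorescence ratio above 2.44, which is 1 plus 3 SD of all ratios; inconclusive = signal too bright to measure linearly, ratio around 10 or more; inactive = fluorescence ratio below 2.44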;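 also: green fluorescence of cells measured with 488 nm excitation and 530 nm emission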
# VLA-4 antagonist: inhibition of LDV-FITC ligand binding to human VLA-4 integrin. actives 0.2% (n = 24,000). inhibition, % at 10 µM (by protocol). Jurkat cells, LDV-FITC binding with Mn2+, flow cytometry; 100% = Mn2+-driven binding gain fully reversed. AID 529;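 active = inhibition above 50%; inconclusive = compound itself fluorescent, judged against control cell fluorescence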;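 also: 0% = Mn2+ stimulated cells lacking compound and 100% = ligand binding without Mn2+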
# * marks the source's active call; other numbers are inactive results; ? = inconclusive; / = no result given. An excerpt; count on the stated rates, not on these rows.
# Below each SMILES – Prostate diff	VLA-4 allo ag	Autofluor Jurkat	VLA-4 antagonist
Clc1ccc(OCc2nc(-c3ccncc3)no2)c(Br)c1
 : 4	0	0.99	9
S=c1[nH]ncn1-c1ccccn1
 : 7	11	1.1	-16
CN1CCN(C(=O)c2cn(C)c3ccc(S(=O)(=O)N(C)C4CCCCC4)cc3c2=O)CC1
 : 2	0	1.1	-7
COc1ccc(CCNC(=O)CSCc2n[nH]c(=O)[nH]2)cc1OC
 : 1	-7	1	4
Cc1ccc(C)c(NS(=O)(=O)c2ccc(NC(=O)c3ccco3)cc2)c1
 : 14	?	0.99	?
CC(=O)Nc1ccc(NC(=O)c2ccccc2F)cc1
 : 17	-2	1.3	-4
O=C(CN1C(=O)C2(OCCCO2)c2ccccc21)NCc1ccccc1
 : 8	-7	0.98	-2
COc1cc(C2C(C#N)=C(N)Oc3cc(N)ccc32)cc(OC)c1OC (stereo not drawn)
 : 3	8	1.2	-18
Cc1ccc(CCNC(=O)C2CCCN(S(=O)(=O)c3c(C)nn(C)c3C)C2)cc1 (stereo not drawn)
 : 13	-2	1.1	2
Cc1nc2ccccc2c(=O)n1NC(=O)c1ccccc1Cl
 : 4	-2	0.97	-4
NC(=O)c1cc(S(=O)(=O)NC2CCCCC2)co1
 : 3	14	0.71	-2
CCC(C)NCC(O)COCc1ccc(Cl)cc1 (stereo not drawn)
 : 11	-5	1	-17
COC(=O)c1cn(NC(=O)c2cccnc2)c(=O)c2ccccc12
 : 3	2	1	-8
O=C(C1CCC(CNc2c(N3CCCCC3)c(=O)c2=O)CC1)N1CCN(c2ccccn2)CC1 (stereo not drawn)
 : 8	0	1	-1
COc1ccc(OC)c(CCNC(=O)CC2Oc3ccc(C)cc3NC2=O)c1 (stereo not drawn)
 : 6	?	1.1	?
Cn1c(=O)cc(SCC(=O)N2CCCC2)c2ccc(Cl)cc21
 : 8	?	1.2	?
O=C(O)C1CCN(S(=O)(=O)N2CCOCC2)CC1
 : 4	4	1	0
O=C(NCCN1CCOCC1)C1CCN(c2nc3ccccc3o2)CC1
 : 2	-3	0.95	7
C[C@H](CCC(=O)O)[C@H]1CC[C@H]2[C@@H]3C(=O)C[C@@H]4CC(=O)CC[C@]4(C)[C@H]3CC(=O)[C@]12C
 : 2	-4	0.97	-6
Cc1cc(Nc2ccc(F)cc2C)n2nc(C)nc2n1
 : 8	3	1.1	7
COc1ccccc1NS(=O)(=O)c1ccc(OC)c(OC)c1
 : 10	0	0.97	-8
COc1cccc(C(=O)Nc2cc(C)c3c(=O)oc4ccccc4c3n2)c1
 : 4	2	1.2	-2
CC(NO)C(C)(C)NO (stereo not drawn)
 : 2	3	1.1	-35
Cc1ccccc1NC(=O)c1ccc(F)c(S(=O)(=O)N2CCN(c3ccccn3)CC2)c1
 : 1	?	1.1	?
Cc1ccc(C)n1-c1ccc2c(c1)COC2=O
 : 10	-4	1.1	-9
COc1cccc(C2=NOC(C(=O)N3CCOCC3)C2)c1 (stereo not drawn)
 : 7	6	1.1	1
N#CC1(c2ccccc2)CCC(=NO)CC1 (stereo not drawn)
 : 9	-2	1	0
COC(=O)c1ccccc1NC(=O)c1ccc(-c2ccccc2F)o1
 : 11	-1	0.97	3
Cc1ccc(C)c(NS(=O)(=O)c2cc(Br)cnc2N)c1
 : 18	-9	1	41
O=C(Nc1ccccc1)N1CCSCC1
 : 4	2	0.94	-8

# Just VLA-4 allo ag and Autofluor Jurkat, for some of the entries so far:
compound	VLA-4 allo ag	Autofluor Jurkat
Cc1ccc(C)n1-c1ccc2c(c1)COC2=O	-4	1.1
COc1cccc(C2=NOC(C(=O)N3CCOCC3)C2)c1 (stereo not drawn)	6	1.1
N#CC1(c2ccccc2)CCC(=NO)CC1 (stereo not drawn)	-2	1
COC(=O)c1ccccc1NC(=O)c1ccc(-c2ccccc2F)o1	-1	0.97
Cc1ccc(C)c(NS(=O)(=O)c2cc(Br)cnc2N)c1	-9	1

# More compounds
# Below each SMILES – Prostate diff	VLA-4 allo ag	Autofluor Jurkat	VLA-4 antagonist
Cc1ccc(CNC(=O)c2cn(C3CCCC3)c(=O)c3c2c2ccccc2n3C)o1
 : 3	-3	1	20
CCOC(=O)c1c(C)n(C)c2ccc(OCC(O)CN3CCC(C)CC3)cc12 (stereo not drawn)
 : 8	-5	1.1	4
COc1ccc(S(=O)(=O)Cc2ccc(C(=O)NC3CCCC3)o2)cc1
 : 3	-4	1	-16
CCC(C)Sc1nnc(-c2c[nH]c3ccccc23)n1CCOC (stereo not drawn)
 : 6	0	1.1	10
COc1cc2c(cc1OC)CN(S(C)(=O)=O)CC2
 : 8	-1	1	-16
CCn1c(=O)cc(SCC(=O)N2CCOCC2)c2ccccc21
 : 11	0	1	4
Cc1ccc(Cn2nnc3c(=O)n(CC(=O)NCc4ccc5c(c4)OCO5)cnc32)cc1
 : 8	8	0.96	3
O=S(=O)(c1cccc(C(F)(F)F)c1)N(CCCN1CCOCC1)Cc1cccs1
 : 5	-1	0.99	-6
Cn1c(=O)c2c(nc(N3CCN(c4ccccc4)CC3)n2CCCc2ccccc2)n(C)c1=O
 : 6	-8	1.1	8
O=C(Cn1c(=O)oc2cc(S(=O)(=O)N3CCCC3)ccc21)Nc1cccc(C(F)(F)F)c1
 : 17	0	0.95	3
CCCn1c(=N)n(CC(=O)OCC)c2ccccc21
 : 7	-11	1	-15
O=C(CN1CCCCCC1)OCCN=C1NS(=O)(=O)c2ccccc21
 : 18	-2	1	-6
O=S(=O)(NCc1cn2ccsc2n1)c1cccs1
 : 2	3	1.1	-5
Cc1ccc2c(c1)c1c3n2CC(=C2C(=O)OC(C)(C)OC2=O)NC3CCC1 (stereo not drawn)
 : 4	?	1.8	?
CC(C)Oc1ccc(-c2nn(-c3ccccc3)cc2/C=c2\sc3ncnn3c2=O)cc1
 : 15	0	1.1	0
CCc1ccc(C2CC(c3ccc(Cl)cc3)n3nc(N)nc3N2)cc1 (stereo not drawn)
 : 8	2	1.1	7
N[C@@H](Cc1ccccc1)c1nnc2sc(SCc3ccccc3)nn12
 : 10	-2	1.1	-6
Cc1cc(C)nc(NS(=O)(=O)c2ccc(N3C(=O)C4CC=C(Cl)CC4C3=O)cc2)n1 (stereo not drawn)
 : 2	-1	1	12
CCOC(=O)c1c(NC(=O)Cn2c(=O)oc3ccccc32)oc(C)c1C(C)=O
 : 5	?	1.8	?
CCOC(=O)C(C)C1(O)c2ccccc2-c2ncccc21 (stereo not drawn)
 : 9	1	0.97	-7
COc1cccc(-n2c(Cc3cc(=O)[nH]c(=O)[nH]3)nnc2SCC(=O)N2CCCC2)c1
 : 7	0	0.92	24
COCCCNC(=O)c1ccc(N2CCCC2)c(NS(=O)(=O)c2ccc(C)cc2)c1
 : 10	-2	1	16
O=C(O)CCC(=O)c1ccc2c(c1)OCCO2
 : 2	5	0.97	-31
O=c1n(-c2ccccc2)c(=O)n2n1CCC2
 : 5	2	1	9
CN(C)c1nc2c(c(=O)[nH]c(=O)n2C)n1Cc1ccccc1Br
 : 8	4	1	2
O=C(CCN1C(=O)COc2ccccc21)NCCCN1CCN(c2ccc(F)cc2)CC1
 : 9	0	1.1	-20
O=C(O)CC(c1ccc(Cl)cc1)n1cccc1 (stereo not drawn)
 : 15	20	0.72	-21
O=C(NCC(c1cccnc1)N1CCN(c2ccccc2)CC1)C1CCCCC1 (stereo not drawn)
 : 10	-6	1	11
N=c1n(CCO)c2ccccc2n1CCOc1ccc(Cl)cc1Cl
 : 39*	-5	1.1	13
CC1CCCN(S(=O)(=O)c2ccc(C(=O)Nc3nnc(-c4ccccc4Cl)o3)cc2)C1 (stereo not drawn)
 : 22	-1	1.2	-17
CCOC(=O)C1CCCN(C(=O)CCCn2nc(C)n3c(cc4sccc43)c2=O)C1 (stereo not drawn)
 : 5	0	1.1	-12
CCOC(=O)CSc1nnc(Cn2c(=O)sc3ccccc32)n1-c1ccccc1C
 : 10	5	0.99	-17
COc1cccc(-n2ccnc2SCC(=O)Nc2nccs2)c1
 : 10	-6	1	39
COc1cc2c(cc1OC)C1=C(C#N)CC/C(=N\S(=O)(=O)c3ccccc3)N1CC2
 : 3	-1	1.1	-8
COc1ccccc1OC(=O)c1ccc(SC)cc1OC
 : 8	-2	1.1	-12
COc1ccccc1C(=O)NCCn1ccc2ccccc21
 : 9	1	1	-7
CC(C)(O)C1=NOC(c2ccccc2)C1 (stereo not drawn)
 : 11	-6	1	-14
O=C(C1CC1)N1CCc2cc(Br)cc(S(=O)(=O)N3CCOCC3)c21
 : 7	-6	1.1	19
CCCN1CCN(CCCNC(=O)Cn2ncc3c4ccccc4n(C)c3c2=O)CC1
 : 4	-1	1.1	-8
CC(=O)OCC(=O)c1ccc2ccn(C(C)=O)c2c1
 : 2	-2	1	-8
CC(C)c1ncc(C(O)c2cccc3ccccc23)n1C (stereo not drawn)
 : 3	10	0.92	-18
COc1cccc(C2=NOC(C(=O)NCc3ccc(F)cc3)C2)c1 (stereo not drawn)
 : 8	-5	0.96	14
CC(C)CSc1nc2ccccc2n1CC(N)=O
 : 11	-4	1	-12
CCC(CC)C1C(C#N)=C(N)Oc2n[nH]c(C)c21 (stereo not drawn)
 : 14	-8	0.98	12
C=CCC1(O)C(=O)Nc2ccccc21 (stereo not drawn)
 : 12	6	0.99	-2
CC(=O)N1CCc2cc(S(=O)(=O)CCC(=O)N3CCN(c4ccccn4)CC3)ccc21
 : 6	-4	1	-23
CCN1CCCC1CNC(=O)Cn1ncc2c(=O)oc3ccc(C)cc3c21 (stereo not drawn)
 : 2	3	1	-13
CCOc1ccc(NC(=O)Cn2nnc(-c3ccccc3F)n2)cc1
 : 8	2	0.95	-14
NC(=O)CCS(=O)(=O)CCN1CCCCC1
 : 1	6	0.94	-28
COCCCNc1nc(=S)[nH]c2cc(OC)c(OC)cc12
 : 2	1	1	-16
COc1ccc2nc(Nc3ccc4c(c3)OCO4)sc2c1
 : 9	-3	1	4
CC(C)C(=O)N1c2ccccc2NC2=C(C(=O)CCC2)C1c1ccc(N(C)C)cc1 (stereo not drawn)
 : 5	?	1.1	?
CCOC(=O)c1[nH]c(C)c(CN(CCc2ccc(OC)c(OC)c2)C(=O)CCCC(=O)O)c1C
 : 9	8	0.97	-22
CC1CCOC2(O1)C(=O)N(CN1CCN(c3ccccc3F)CC1)c1ccccc12 (stereo not drawn)
 : 10	?	1.1	?
O=C(NCc1cccnc1)C1CCN(S(=O)(=O)c2cccs2)CC1
 : 6	0	0.98	4
CC1CCCCN1c1nnc(N)s1 (stereo not drawn)
 : 19	-1	1	-24
CN1C(=O)CC(N2CCC(c3nc4ccccc4[nH]3)CC2)C1=O (stereo not drawn)
 : 5	-3	1	3
C=CCn1c(COc2cccc(C)c2)nnc1SCC(=O)NC(=O)NCc1ccco1
 : 8	2	1	-19
O=C(Nc1ccccc1N1CCCCC1)c1ncoc1-c1ccc(F)cc1
 : 2	0	1.1	-14
COc1cccc(-c2nc3n(n2)C(c2ccc4c(c2)OCO4)C(C(N)=O)=C(C)N3)c1 (stereo not drawn)
 : 3	-1	1	-2

# Structures listed so far printed as active in Prostate diff:
SMILES	Prostate diff	VLA-4 allo ag	VLA-4 antagonist
N=c1n(CCO)c2ccccc2n1CCOc1ccc(Cl)cc1Cl	39*	-5	13

# Remaining list, next part:
# Below each SMILES – Prostate diff	VLA-4 allo ag	Autofluor Jurkat	VLA-4 antagonist
CN1CC(=O)N(CC(=O)NCCc2ccc(F)cc2)c2ccccc2C1=O
 : 11	-5	1	0
CSCCC(NC(=O)OC(C)(C)C)C(=O)NC(CC(C)C)C(N)=O (stereo not drawn)
 : 11	-4	0.99	-1
CCCC12CN3CC(C)(CN(C1)C3c1ccc(OC)cc1)C2=O (stereo not drawn)
 : 12	0	1.1	-5
CCN(CC)CCCNC(=O)c1cc(-c2cccc(Cl)c2)on1
 : 33*	0	1.2	-3
O=C(Nc1ccc(Cc2ccncc2)cc1)C1CC1
 : 11	-4	0.95	0
Cc1ccc(N(CC(=O)Nc2ccc3c(c2)OCCO3)S(=O)(=O)c2c(C)n[nH]c2C)cc1
 : 15	?	1	?
Cc1nc2ncnn2c(C)c1Cc1ccc(Cl)cc1F
 : 10	-6	1.1	-34
Cc1ccnc(Nc2nc3ccccc3o2)n1
 : 2	4	1.1	14
CCc1ccc(CNC(=O)CN2C(=O)COc3ccccc32)cc1
 : /	-3	1.1	52*
O=C1OCc2cc(NC(=O)C3COc4ccccc4O3)ccc21 (stereo not drawn)
 : 5	?	1	?
CC(=O)NCc1cccc(CNC(C)=O)n1
 : 12	3	1	-8
CCOc1ccc(NC2c3ccccc3C(=O)N2Cc2ccco2)cc1 (stereo not drawn)
 : 15	-4	1	-7
COc1ccccc1NC(=O)C1(C)Cc2ccccc2C(=O)O1 (stereo not drawn)
 : 6	-6	0.99	6
CCCCc1ccc(NC(=O)C2CCCO2)cc1 (stereo not drawn)
 : 12	4	1.1	-17
CC(C)CNC(=O)c1cc(-c2ccc(Cl)c(Cl)c2)on1
 : 13	0	1	-1
CCOC(=O)CSc1ncnc2c1nnn2-c1ccc(F)cc1
 : 9	-6	1.1	5
